# Screening data (PubChem)
# SENP8 block-1: blocks the human protease SENP8 | actives 1.2% (n = 330,000) | purified SENP8, Z-RLRGG-aminoluciferin cleavage, luminescence | AID 2540 | inhibition, % at 10 µM | Q96LD8; in the data active means inhibition above about 50%
# PfG6PD inh: PfG6PD (Plasmodium falciparum) enzyme inhibition; PfGluPho enzyme, NADPH resazurin-diaphorase fluorescence; inhibition, % at 20 µM; actives 0.78% (n = 350,000);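 active means inhibition reaching at least a set limit at 20 µM in the primary screen, cut at about 59% in these data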;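 further: 0% = DMSO wells with substrate and 100% = DMSO wells lacking glucose-6-phosphate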
# SENP7 inh: inhibitors of human SENP7 protease; Q9BQF6; recombinant SENP7, Z-RLRGG-aminoluciferin luminescence, 40 min; inhibition, % at 5 µM; actives 1.5% (n = 330,000); AID 434973;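 active means inhibition above about 50% at the single test dose, limit read from the data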;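 further: plate controls were DMSO with enzyme for no effect and no enzyme buffer wells for full effect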
# NLRP3 yeast inh: inhibitors of NALP3 inflammasome in yeast; AID 2825; actives 0.39% (n = 330,000); inhibition, % at 10 µM; Yeast reconstituted NLRP3/ASC/caspase-1, beta-gal luminescence, 24 h;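 active means inhibition of 50% or more; inactive means inhibition below 50%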;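 further: plate controls were induced DMSO wells for no effect and uninduced yeast grown without galactose for full effect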
# Apaf-1 inh: inhibitors of human Apaf-1 apoptosome; O14727; reconstituted apoptosome caspase-3 activity, DEVD-Rh110 fluorescence; inhibition, % at 20 µM; actives 0.71% (n = 330,000); active means inhibition of at least 40% at 20 µM;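 further: plate controls were DMSO wells for no effect and DEVD-CHO caspase inhibitor wells for full effect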
# Target sequence (O14727 whole entry, looked up): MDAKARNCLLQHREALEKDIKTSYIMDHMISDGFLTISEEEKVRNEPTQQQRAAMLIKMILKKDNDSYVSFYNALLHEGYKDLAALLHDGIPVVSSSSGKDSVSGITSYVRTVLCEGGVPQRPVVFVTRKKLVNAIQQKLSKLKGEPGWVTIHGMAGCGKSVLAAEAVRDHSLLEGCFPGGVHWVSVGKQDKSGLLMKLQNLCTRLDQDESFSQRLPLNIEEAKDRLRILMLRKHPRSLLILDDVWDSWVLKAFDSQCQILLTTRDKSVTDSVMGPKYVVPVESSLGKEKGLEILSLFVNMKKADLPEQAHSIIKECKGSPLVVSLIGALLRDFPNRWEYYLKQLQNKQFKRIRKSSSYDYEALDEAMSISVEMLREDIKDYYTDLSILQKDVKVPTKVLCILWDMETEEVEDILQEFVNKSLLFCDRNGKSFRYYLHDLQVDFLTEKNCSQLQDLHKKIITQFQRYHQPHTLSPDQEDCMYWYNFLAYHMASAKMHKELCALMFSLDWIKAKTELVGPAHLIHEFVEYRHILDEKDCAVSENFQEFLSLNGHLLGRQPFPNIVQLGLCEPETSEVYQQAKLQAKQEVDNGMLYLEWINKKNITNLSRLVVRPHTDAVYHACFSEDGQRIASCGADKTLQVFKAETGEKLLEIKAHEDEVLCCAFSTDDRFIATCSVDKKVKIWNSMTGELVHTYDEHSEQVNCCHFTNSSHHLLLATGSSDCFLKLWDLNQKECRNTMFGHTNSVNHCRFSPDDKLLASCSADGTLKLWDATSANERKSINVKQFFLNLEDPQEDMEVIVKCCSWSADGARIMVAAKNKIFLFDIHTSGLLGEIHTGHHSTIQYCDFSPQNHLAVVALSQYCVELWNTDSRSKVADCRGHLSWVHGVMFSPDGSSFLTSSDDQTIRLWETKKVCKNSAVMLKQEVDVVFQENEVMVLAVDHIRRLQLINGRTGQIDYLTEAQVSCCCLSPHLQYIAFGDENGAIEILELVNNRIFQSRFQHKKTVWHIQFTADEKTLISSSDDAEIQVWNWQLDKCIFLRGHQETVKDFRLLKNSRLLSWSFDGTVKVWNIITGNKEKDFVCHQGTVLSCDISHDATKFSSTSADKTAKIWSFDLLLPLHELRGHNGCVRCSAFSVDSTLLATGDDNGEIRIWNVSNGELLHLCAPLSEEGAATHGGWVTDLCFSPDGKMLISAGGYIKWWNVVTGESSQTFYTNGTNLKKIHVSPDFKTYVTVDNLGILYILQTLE
#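 Material: reconstituted apoptosome with Apaf-1, cytochrome c, caspase-9, procaspase-3, dATP. Technique: Rh110 fluorescence intensity. Buffer or medium: pH 7.5 Hepes buffer with CHAPS, BSA, DTT. Times: 30 min plus 50 min, RT.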
# HKDC1 inh: HKDC1 (human) hexokinase inhibition; inhibition, % at 20 µM; recombinant HKDC1, G6PDH/diaphorase resazurin coupled fluorescence; actives 0.16% (n = 340,000);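 active means inhibition above about 35% when tested at 20 µM, limit read from the data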;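 further: plate controls were DMSO wells with enzyme for no effect and DMSO wells lacking enzyme for full effect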
#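 Test system: recombinant HKDC1 (HK5) hexokinase enzyme, produced in-house; Amount: enzyme 5 µg/mL final; Buffer or medium: Tris pH 8.0 buffer with MgCl2, Tween-20, BSA, BME; Reagent: glucose and ATP substrates; Doses: 20 µM test compound, 1% DMSO; Incubation: 90 min reaction incubation at room temperature, dark; Detection: resorufin fluorescence at 613 nm.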
# SENP6 inh: inhibitors of human SENP6 protease. Q9GZR1. Recombinant SENP6 catalytic domain, aminoluciferin luminescence. inhibition, % at 10 µM. actives 1.8% (n = 330,000);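 active means inhibition above about 50% at the single tested dose, limit read from the data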;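 further: plate controls were DMSO wells with enzyme for no effect and DMSO wells lacking enzyme for full effect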
# SENP1 inh: SENP1 (human) catalytic domain inhibition; inhibition, % at 10 µM; recombinant SENP1 catalytic domain, CyPet-SUMO1-YPet FRET cleavage; Q9P0U3; actives 0.21% (n = 360,000);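 active means inhibition at least 30% at 10 µM, raw YFP signal under a set limit, fluorescence ratio 0.5 to 1.5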;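 further: 0% = enzyme with DMSO and 100% = no enzyme wells; some results filed as inactive read as strong as hits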
#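 Test system: human SENP1 catalytic domain; medium: Tris pH 8 buffer plus EDTA, NaCl, BME, BSA, NP40, catalase; incubation: 50 min reaction at room temperature; technique: FRET, CFP and YFP emission; controls: no-enzyme low control and enzyme-plus-DMSO high control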
# SENP8 block-2: blocks human SENP8 cleavage of Nedd8 substrate; Q96LD8; recombinant SENP8, Nedd8 substrate fluorescence; inhibition, % at 20 µM; actives 0.64% (n = 360,000); AID 602440; in the data active means inhibition mostly above about 40%, no sharp cut-off; inactive means mostly below about 27%
# The depositor's hits bear a star.
SMILES,SENP8 block-1,PfG6PD inh,SENP7 inh,NLRP3 yeast inh,Apaf-1 inh,HKDC1 inh,SENP6 inh,SENP1 inh,SENP8 block-2
CCOc1ccccc1N(CC(=O)Nc1ccc2c(c1)OCO2)S(C)(=O)=O,3,-9,14,6,-1,-5,19,2,16
CC1CC(C)(C)CC2(C1)NC(=O)N(CC(=O)Nc1ccc(N3CCCCC3)cc1)C2=O (stereo not drawn),-5,18,-7,3,-1,-1,-22,1,5
COc1ccc(C(=O)N/N=C(\C)Cn2cnc([N+](=O)[O-])n2)cc1,-2,1,1,20,5,-12,-7,2,20
COc1ccc(CCNC(=O)c2ccc(Cl)cc2Cl)cc1,-3,-3,-13,45,3,-3,3,-3,12
Cc1cc(C(=O)CSc2ccc(F)cc2)cc(C)c1OC(=S)N(C)C,17,-10,8,20,9,-4,41,1,19
c1csc(-c2nc(N3CCCCC3)no2)c1,53*,8,61*,14,3,-3,66*,0,-289
CCCN(CCC)CCNC(=O)c1cc2c(C)nc3ccccc3c2o1,-1,1,-1,0,2,-9,6,0,-1
S=C(c1cn(CCOc2cccc3ccccc23)c2ccccc12)N1CCCC1,5,13,3,10,6,-2,-4,-70,17
COc1ccc(Cl)cc1S(=O)(=O)N1CCCC(C(=O)NCCc2ccccc2)C1 (stereo not drawn),-1,3,1,5,18,2,-3,2,7
O=C(OCc1c(Cl)cccc1Cl)c1cccnc1,6,-11,-3,-9,1,7,-4,-1,-3
O=C1CN(C(=O)c2ccccc2)C(c2ccc(F)cc2)c2cc(Br)ccc2N1 (stereo not drawn),2,9,5,19,16,8,-2,0,5
C/C=C(/C)C(=O)Nc1cccc(C2=NOC3(C2)C[C@H](C(N)=O)N(C(=O)c2ccc(Cl)cc2)C3)c1 (stereo partly drawn),5,-14,-5,21,-1,-3,-18,-2,2
COc1ccc(CNC(=O)COC(=O)/C=C/c2cccc(Cl)c2)cc1,1,2,7,-18,-6,-5,13,0,13
Cc1ccc(Cn2nnnc2CN2CCC(NC(=O)c3ccccc3F)CC2)cc1,-5,-18,-4,-3,3,-2,-6,-1,12
CC[C@H](C)C(C(=O)N1CCN(C(=O)OC(C)(C)C)CC1)n1cc(C(CC(C)C)NC(=O)OC(C)(C)C)nn1 (stereo partly drawn),-8,7,-6,10,5,2,-1,3,2
O=C(O)c1ccccc1OCCOc1ccccc1,8,-8,-2,3,-9,-5,3,0,28
O=C(O)CCCN1C(=O)C2C3CC(C2C1=O)C1C(c2ccccc2)c2sc(=O)n(-c4ccccc4)c2SC31 (stereo not drawn),-6,-11,-7,3,8,-11,25,1,4
C(=N\Nc1nc(-c2ccccc2)cs1)/c1ccco1,54*,46,47,32,-5,-6,72*,-6,-18
O=C(O)c1ccc(N/N=C/c2ccc3ncccc3c2)cc1,97*,14,99*,18,4,9,101*,-51,-300
CSc1nsc(SCc2ccc(F)cc2)n1,-8,16,4,10,6,2,-25,0,8
CC(NS(=O)(=O)c1ccc(Br)cc1)C(=O)NC1CCCCCC1 (stereo not drawn),3,-8,-4,14,4,6,-6,0,0
CC(C)=CCC/C(C)=C/CNC(=O)CC1C[C@H](C(=O)N2CCCCC2)[C@@]2(C)c3[nH]c4ccccc4c3CCN2C1=O (stereo partly drawn),-6,2,-1,23,13,-4,-2,0,7
CCCCOC(=O)Nc1ccc(S(=O)(=O)Nc2ncccn2)cc1,-15,-7,-6,-3,0,5,-10,2,6
O=C(O)c1ccccc1Nc1ccc([N+](=O)[O-])cc1C(=O)O,-7,-17,-6,13,22,0,-8,4,5
O=C(CSc1nnc(NC(=O)c2ccccc2F)s1)NC1CC1,-7,11,-10,4,2,-4,-4,4,7
O=C(CN1C(=O)CNC1=O)Nc1ccc(Cl)cc1,-4,-1,-1,-6,-25,-10,-12,2,24
Cc1ccc(N(CC(=O)N2CCOCC2)S(C)(=O)=O)cc1,0,-5,-4,-6,-1,-11,-12,0,9
COc1ccc(CNC(=O)CCOc2ccc(C(C)(C)C)cc2)cc1,-7,3,-2,24,11,0,-15,-2,-2
O=C(CCC(=O)N1CCOc2ccccc21)NCCCN1CCOCC1,-16,-8,-11,6,14,-4,-10,-1,-10
Fc1ccc(C2=NOC(c3nnc(-c4ccccc4)o3)C2)cc1 (stereo not drawn),-3,-6,0,33,-461,-5,-5,1,19
CC1CCN(S(=O)(=O)c2cccc(C(N)=O)c2)CC1,2,4,-1,6,-2,-10,-3,1,7
CCc1nc2ccccc2c(C(=O)Oc2cccc3cccnc23)c1C,1,28,-2,13,29,7,4,1,20
O=C(/C=C/c1ccc(Br)o1)NC(c1ccccc1)c1ccccc1,1,45,3,14,16,5,-5,-12,6
O=C(Nc1ccc(F)cc1)N1CCCCCC1,0,6,9,14,8,-5,-14,-1,0
O=C(NC1CCCCCC1)c1cc2c(=O)n3ccccc3nc2s1,-3,22,9,13,8,4,26,-135,-312
CC1CN(C(=S)SCC(=O)c2ccc(Cl)cc2)CC(C)O1 (stereo not drawn),-8,-4,-4,26,0,2,1,0,0
CCC(=O)Nc1cc(=O)[nH]c2nc(-c3ccc(Cl)cc3)nn12,-2,-10,5,24,-1,-4,3,-7,-15
O=C(O)CCCNS(=O)(=O)c1ccc2ccccc2c1,1,-34,3,-3,1,-2,4,1,10
CCN(CC)CCN(Cc1cc2cc3c(cc2[nH]c1=O)OCCO3)C(=S)NCCCOC,0,0,2,13,-4,-6,-3,-30,-437
COc1ccc(CNC(=O)c2cc(=O)c3cc(C)c(C)cc3o2)cc1,7,1,0,16,-2,-4,-12,2,8
CC(=O)N(CN1C(=O)c2ccccc2C1=O)c1ccccc1,5,2,0,13,1,-5,-4,1,31
CCN1CCN(C(=O)CCc2nnc(CCCCc3ccccc3)o2)[C@@H](C)C1=O,4,-14,2,5,-11,3,-9,0,7
Cc1ccccc1NC(=O)N(CCc1nc2ccccc2[nH]1)Cc1ccccc1,-3,-3,8,6,6,-5,-3,1,9
Cc1cc(NC(=O)Nc2ccc(F)cc2)no1,-11,-12,-13,37,15,-7,-11,0,10
CC(C)c1c(C(=O)N/N=C/c2ccc(OCc3ccc(F)cc3)cc2)nnn1-c1nonc1N,-7,14,6,4,12,3,-4,1,-34
CCC(CCC(=O)Nc1ccc(S(N)(=O)=O)cc1)C(=O)O (stereo not drawn),9,-24,8,5,-4,-4,-28,-2,11
CC(C)C(=O)NC(c1cccs1)c1cc([N+](=O)[O-])c2cccnc2c1O (stereo not drawn),5,32,18,12,68*,22,20,1,44*
COC(=O)c1ccc(C(=O)OC)c(NC(=S)N2CCN(c3cccc(Cl)c3)CC2)c1,-8,14,-5,18,1,-3,0,-31,-293

# Profiles, looked up by structure.
# O=C(O)CCCNS(=O)(=O)c1ccc2ccccc2c1 in the list: SENP8 block-1: 1; PfG6PD inh: -34; SENP7 inh: 3; NLRP3 yeast inh: -3; Apaf-1 inh: 1; HKDC1 inh: -2; SENP6 inh: 4; SENP1 inh: 1; SENP8 block-2: 10
# COc1ccc(CNC(=O)c2cc(=O)c3cc(C)c(C)cc3o2)cc1 in the list: SENP8 block-1: 7; PfG6PD inh: 1; SENP7 inh: 0; NLRP3 yeast inh: 16; Apaf-1 inh: -2; HKDC1 inh: -4; SENP6 inh: -12; SENP1 inh: 2; SENP8 block-2: 8

# (cont.)
SMILES,SENP8 block-1,PfG6PD inh,SENP7 inh,NLRP3 yeast inh,Apaf-1 inh,HKDC1 inh,SENP6 inh,SENP1 inh,SENP8 block-2
NC(=O)c1cccc2c1-c1ccccc1/C2=N/NC(N)=S,1,17,-10,27,-5,2,-17,1,17
CCc1noc(C)c1C(=O)Nc1nc(-c2ccc(F)cc2)c(C)s1,-14,-2,9,13,9,7,-17,3,-10
Cc1ccccc1C(=O)N1CCC(C(=O)Nc2ccc3c(c2)OCCO3)CC1,-1,3,-3,-13,-3,-2,-14,0,15
COc1ccc2ccccc2c1CNC(C)CCc1ccccc1 (stereo not drawn),-5,3,-3,6,14,1,-2,1,5
CCOC(=O)c1c(C)c(C(=O)NCC2CCCO2)c(C)n1C (stereo not drawn),0,-6,6,8,-59,-12,4,2,1
O=C(COC(=O)c1ccc(F)cc1Cl)Nc1cccc(S(=O)(=O)N2CCOCC2)c1,5,7,-5,-3,1,-6,-9,2,-1
COc1ccc(C)cc1-n1nnnc1SCC(=O)NNC(=O)c1ccc([N+](=O)[O-])cc1,-1,-1,4,10,-12,-6,-13,4,8
Cc1ccc2occ(/C=N/NC(=O)c3ccncc3)c(=O)c2c1,-1,6,-6,21,3,2,-3,3,-36
COc1cc(C)c(Cl)cc1S(=O)(=O)n1ccnc1,5,3,1,-11,3,-4,-8,3,-2
CCC(C)c1ccccc1N1CC(C(=O)Nc2ccc(N3CCOCC3)cc2)CC1=O (stereo not drawn),-18,4,-11,-7,14,-5,-21,2,21
CN(Cc1ccccc1)C(=O)CSc1nc2ccccc2c(=O)n1Cc1ccco1,2,2,9,4,14,5,1,1,9
CC(=O)Nc1c(C)cc(OCC(=O)O)cc1C,-11,-10,5,-2,-13,-2,5,1,18

# Only NLRP3 yeast inh, for some of the entries so far:
molecule	NLRP3 yeast inh
COc1ccc2ccccc2c1CNC(C)CCc1ccccc1 (stereo not drawn)	6
O=C(COC(=O)c1ccc(F)cc1Cl)Nc1cccc(S(=O)(=O)N2CCOCC2)c1	-3
CCc1noc(C)c1C(=O)Nc1nc(-c2ccc(F)cc2)c(C)s1	13
COc1cc(C)c(Cl)cc1S(=O)(=O)n1ccnc1	-11
CCOC(=O)c1c(C)c(C(=O)NCC2CCCO2)c(C)n1C (stereo not drawn)	8
CC(=O)Nc1c(C)cc(OCC(=O)O)cc1C	-2

# (next part)
SMILES,SENP8 block-1,PfG6PD inh,SENP7 inh,NLRP3 yeast inh,Apaf-1 inh,HKDC1 inh,SENP6 inh,SENP1 inh,SENP8 block-2
COc1ccc(/C=N/NC(=O)c2cccnc2)cc1CSc1nc2ccccc2s1,-4,28,7,17,27,-1,7,-1,1
CC(=O)Oc1ccc(C(=O)Nc2cccc(C(=O)c3ccc(C)c(C)c3)c2)cc1,5,-1,5,8,8,-2,8,3,14
CCNC(=O)Nn1c(C)nnc1C,-2,5,-6,16,-3,2,-2,1,16
CCOc1ccc(NC(=O)CCN2CCN(c3ccccc3F)CC2)cc1,-4,-2,1,18,-9,-7,3,-2,8
COCCN1Cc2cccc(C(=O)NCc3ccccc3OC)c2C1=O,2,-15,5,-3,2,4,-4,2,14
Cc1ccc(S(=O)(=O)CCC(=O)OCc2nnc(-c3ccccc3Br)o2)cc1,-5,-8,11,16,5,-2,7,-3,-6
O=C(Nc1cccc(Cl)c1)Nc1ccccc1C(=O)NCc1ccco1,68*,13,76*,7,8,2,73*,0,-404
COc1cc(/C=C2/C(=O)NN(c3ccc(Cl)cc3)C2=O)cc(Br)c1O,3,-7,0,16,14,13,16,8,-9
O=C(CSc1nc(=O)n(CCCN2CCOCC2)c2c1CCCC2)Nc1ccc(F)cc1F,8,-2,0,20,7,-3,7,2,2
